# Screens (PubChem BioAssay)
# RXFP1 ag = qHTS Assay for Agonists of the Relaxin Receptor RXFP1; Relaxin receptor 1 (Homo sapiens), Q9HBX9; 370,000 tested, 0.3% active; AID 2676, 2010; Potency, µM (doses to about 57.5 µM), inactives show at the top dose activation, most hits filed as activators; HEK293T-RXFP1 cAMP TR-FRET, 30 min; response scale: percent of porcine relaxin response, buffer zero; also: potency is read from the fitted curve at half-maximal effect; % is scaled to controls: 0 for no effect and ±100 for the full control effect; nearly all actives have a fitted effect of over 60% in size; many of its hits are not listed in these tables
#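 HEK293 cells stably expressing RXFP1, treated 30 min at 37C with compounds plus PDE4 inhibitor Ro 20174; cAMP measured by HTRF TR-FRET. Normalized to buffer and 29 nM porcine relaxin; EC50 by Hill fit.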
# TRHR PAM = qHTS for Small Molecule Agonists and Allosteric Enhancers of Human TRH Receptor: Primary Screen for Enhancers; enhancement, % at 2 µM; TRHR cells, fluo-8 calcium fluorescence, EC20 TRH enhancement; 360,000 tested, 0.66% active; in the data active = enhancement above about 30%; also: 0% is about no effect
# Target sequence (P34981 whole entry, looked up): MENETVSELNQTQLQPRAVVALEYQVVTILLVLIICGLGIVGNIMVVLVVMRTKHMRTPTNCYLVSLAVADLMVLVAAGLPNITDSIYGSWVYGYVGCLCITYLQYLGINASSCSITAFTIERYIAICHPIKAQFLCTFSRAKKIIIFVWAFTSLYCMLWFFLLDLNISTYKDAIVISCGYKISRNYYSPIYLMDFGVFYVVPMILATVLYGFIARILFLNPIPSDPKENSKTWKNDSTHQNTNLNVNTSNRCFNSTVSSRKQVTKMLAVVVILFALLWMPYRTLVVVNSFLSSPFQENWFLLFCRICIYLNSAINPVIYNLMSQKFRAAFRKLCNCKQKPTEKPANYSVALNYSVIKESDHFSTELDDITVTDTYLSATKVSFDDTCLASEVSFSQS
#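 TRHR-expressing cells loaded with fluo-8 calcium dye were read kinetically (ex 480/em 530) during compound addition, then stimulated with an EC20 of TRH (10 nM final). Enhancement of the Gq-mediated intracellular calcium response was scored.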
# TRHR ag = qHTS for Small Molecule Agonists and Allosteric Enhancers of Human TRH Receptor: Primary Screen for Agonists | TRHR cells, calcium flux fluo-8, FDSS agonist mode | activation, % at 2 µM | 360,000 tested, 0.18% active | AID 493084, 2011; in the data active = activation above about 30%; also: 0% is about no effect
#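 Fluo-8-loaded TRHR cells; 10 s baseline, compound added, kinetic Ca2+ fluorescence read 1/s, agonist mode.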
# Anesthetic bind = qHTS Assay for Identification of Novel General Anesthetics; Ferritin light chain (Equus caballus), P02791; apoferritin/1-aminoanthracene competitive binding, fluorescence; Potency, µM (doses to about 77.5 µM), for inactives: at the highest dose activity change, negative = displacement, usual class: inhibitors; 350,000 tested, 0.074% active; also: potency is read from the fitted curve at half-maximal effect; % is scaled to controls: 0 for no effect and ±100 for the full control effect; nearly all actives have a fitted effect of over 20% in size
# Target sequence (P02791 2-175 limits assumed): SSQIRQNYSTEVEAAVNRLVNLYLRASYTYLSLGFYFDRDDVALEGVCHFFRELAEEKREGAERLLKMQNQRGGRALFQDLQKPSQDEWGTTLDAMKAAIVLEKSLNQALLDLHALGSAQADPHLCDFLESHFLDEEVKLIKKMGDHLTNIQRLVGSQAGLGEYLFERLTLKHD
#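 In PBS, apoferritin at 10 uM is loaded with 1-AMA from a 50% saturated solution. After 10 min of compound exposure at ambient temperature, reduced 535 nm fluorescence indicates probe displacement.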
# D1 antag = Antagonist of Human D 1 Dopamine Receptor: qHTS | D(1A) dopamine receptor (Homo sapiens), P21728 | HEK293 TREx D1 cells, calcium flux, dopamine EC80; hits give low values | activity change, negative = inhibition, % at 10 µM | 360,000 tested, 3.2% active; in the data active = activity change below about -30%; also: % is scaled to controls: 0 for no effect and ±100 for the full control effect
#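 Using tetracycline-induced force-coupled D1 Hek293 cells and a calcium dye, signals were followed for 180 s after compound, then for 180 s after EC80 dopamine, to detect inhibitors.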
# RXFP1 antagonist = qHTS Assay for Antagonists of the Relaxin Receptor RXFP1; HEK293-RXFP1, relaxin-stimulated cAMP HTRF, 30 min; hits give low values; 350,000 tested, 0.59% active; activity change, negative = inhibition, % at 57.5 µM;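 active = activity change of -60% or lower, but not beyond a set lower limit; inconclusive = change between -60% and -40%, or beyond the set limit; inactive = change above -40%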; also: % is scaled to controls: 0 for no effect and ±100 for the full control effect
# D1 ag = Allosteric Agonists of the Human D1 Dopamine Receptor: qHTS | 360,000 tested, 1% active | activation, % at 2 µM | HEK293 T-REx D1 cells, calcium flux, agonist mode; in the data active = activation above about 30%; also: 0% is about no effect
#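 Tetracycline-induced HEK293 TREx D1 cells, force-coupled to calcium signalling, were dye-loaded with a no-wash calcium kit. Compound was pin-added after a 10 s baseline. Fluorescence was read kinetically at 1 cycle/s for 180 s, with calcium rises flagged as agonism.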
# D1 PAM = Potentiators of Human D1 Dopamine Receptor: qHTS. HEK293 TREx D1 cells, calcium flux, dopamine EC20 potentiation. potentiation, % at 10 µM. 360,000 tested, 0.036% active. AID 504651, 2011; in the data active = potentiation above about 30%; also: 0% is about no effect
# D2 potentiator = HTS Assay for Positive Allosteric Modulators of the Human D2 Dopamine Receptor: Primary Screen for Potentiators | HEK293 T-REx D2, calcium flux, EC20 dopamine potentiation | 340,000 tested, 0.34% active | AID 485347, 2010 | D(2) dopamine receptor (Homo sapiens), P14416 | potentiation, % at 10 µM;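 active = potentiation over 3 SD above the plate norm, cut at about 30% in these data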; also: 0% is about no effect
# Target sequence (P14416 whole entry, looked up): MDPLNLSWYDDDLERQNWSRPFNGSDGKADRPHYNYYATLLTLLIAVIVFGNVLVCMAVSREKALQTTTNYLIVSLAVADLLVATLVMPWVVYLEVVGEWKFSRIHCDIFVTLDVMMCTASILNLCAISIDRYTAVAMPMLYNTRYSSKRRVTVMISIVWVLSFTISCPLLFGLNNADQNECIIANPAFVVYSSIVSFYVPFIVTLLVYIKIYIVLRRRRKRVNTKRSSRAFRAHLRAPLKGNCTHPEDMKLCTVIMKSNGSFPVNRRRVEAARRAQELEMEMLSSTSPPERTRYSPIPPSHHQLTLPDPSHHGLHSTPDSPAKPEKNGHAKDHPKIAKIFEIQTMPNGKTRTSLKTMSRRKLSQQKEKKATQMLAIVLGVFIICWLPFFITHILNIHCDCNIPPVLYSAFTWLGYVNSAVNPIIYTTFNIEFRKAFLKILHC
#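 Tetracycline-induced HEK293 T-REx cells force-coupled to calcium signalling expressed D2; compounds were pin-added after a 10 s baseline, read kinetically 180 s, then an EC20 dopamine challenge followed with a further 180 s calcium read.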
# Active calls of the source: *; ? = inconclusive; . = not tested or not shown; & = joins results of further samples; ! = not active in a repeat; [ ] = dose if it differs, or a comment. Unless noted, calls follow the shape of the dose curve; as a rule, active = well fitted curve in the direction sought with a large enough effect; inconclusive = small, poorly fitted or top-dose-only effect, or another doubt; inactive = no such curve, though single readings can be large; an effect the other way counts as inactive or inconclusive. Not all compounds are listed, so the mix of outcomes need not match the whole.
SMILES,RXFP1 ag,TRHR PAM,TRHR ag,Anesthetic bind,D1 antag,RXFP1 antagonist,D1 ag,D1 PAM,D2 potentiator
CCc1ccc(CN(C)C(=O)c2cc(COc3cc(C)c(Cl)c(C)c3)on2)nc1,2.0%,0,0.7,5%,6,?,14,-3,-8
CCOCC(=O)Nc1c(C(=O)N2CCN(c3ncccn3)CC2)oc2ccccc12,-0.2%,-5,-0.1,-9%,18,4,0,4,-2
COc1ccc(CNC(=S)NCc2ccc(Cl)cc2)cc1OC,0.2%,-8,1.3,-16%,-13,8,22,-2,.
CCOC(=O)c1sc2nc(C)nc(NCc3ccccc3)c2c1C,5.2%,-3,-0.7,3%,-17,-7,6,-6,-1
CCN(CC)CCn1c(NC(=O)c2ccc(Cl)cc2)nc2ccccc21,-0.3%,12,1.3,-11%,2,-9,2,-3,-25
Clc1ccc(SCNc2ccccc2Cl)cc1,4.6%,-7,0.6,-1%,3,-4,4,-13,-15
O=C(Nc1ccc(SC(F)F)cc1)C1=CC=CN2CCS(=O)(=O)N=C12,-0.8%,-6,0.7,.,17,7,5,-6,-4
c1ccc(OCCCN2CCCC2)cc1,0.5%,18,-0.9,-5%,24,2,9,-3,-3
COCCn1c(CN2CCN(C)CC2)nc2c1c(=O)n(C)c(=O)n2C,3.4%,5,0.6,1%,1,9,3,.,1
Cc1ccoc1C(=O)NCc1occc1C(=O)O,-0.2%,15,0.0,-9%,-5,-1,1,-4,8
CCc1cccc(-n2c(=O)c3cccnc3n2CC(=O)NCc2ccc(C)cc2)c1,2.9%,-15,0.8,45%[activator],30,-16,11,-4,-3
CCOc1ccc(-c2cn3c(n2)sc2cc(C(=O)NCCCN4CCCCCC4)ccc23)cc1,-1.3%,-6,0.3,1%,7,-8,0,-4,9
COC(=O)c1ccc2c(=O)n(CCCCCC(=O)N3CCN(c4ccc(F)cc4)CC3)c(=O)[nH]c2c1,-2.0%,-2,0.4,-13%,-14,-11,3,-1,2
CCn1cc(C=O)c2cc(S(=O)(=O)N3CCOCC3)ccc21,1.4%,-3,-0.2,-8%,6,1,1,-4,4
CC(C)c1nnc(NC(=O)c2nc(S(=O)(=O)Cc3ccccc3)ncc2Cl)s1,-1.3%&-0.9%,-3&3,-0.2&-0.8,-1%&-12%,-24&-5,-72*!,1&1,-2&6,5&-9
Cc1ccc(NC(=O)N(Cc2cn(C)c3ccccc23)C2CCCCC2)cc1C,7.1%,-2,0.3,0%,22,.,10,5,0
COc1ccc(Cc2nnc(SCC(=O)Nc3ccc(C)cc3)n(N)c2=O)cc1,-0.8%,-5,-0.2,.,6,-19,0,-3,8
COc1cc(CO)cc(-c2cc(CO)cc(OC)c2OC)c1OC,-0.9%,-8,-0.7,-13%,-5,-9,1,1,-10
CCN1C(=O)N(CN2CCOCC2)C2C1N(CN1CCOCC1)C(=O)N2CC (stereo not given),0.2%,2,0.5,-5%,-3,6,1,-7,-4
Cn1c2ccccc2c(=O)c2cc(C#Cc3ccsc3)ccc21,4.3%,2,0.0,7%,-18,.,3,-3,-4
N#CCCn1cc(C=C(C#N)C#N)c(-c2ccc(-c3ccccc3)cc2)n1,4.5%,8,0.0,-10%,-19,3,10,-5,11
Cc1ccccc1Cn1c2ccccc2c2cnn(CC(=O)NC(C)CCc3ccccc3)c(=O)c21 (stereo not given),2.8%,5,1.0,-5%,1,-17,3,-3,19
CN(Cc1cc2cc(F)ccc2[nH]1)Cc1nc(-c2cnccn2)no1,2.7%,-3,-0.5,-7%,6,-8,0,7,-1
N#Cc1cn(OCc2ccccc2)c(=O)[nH]c1=O,0.4%,2,0.5,-1%,-24,.,6,-12,3
COc1cc(C2c3c(oc4ccc(C)cc4c3=O)C(=O)N2Cc2ccc(F)cc2)ccc1O (stereo not given),-0.1%,-5,-0.6,1%,-14,-8,1,1,7
O=S(N1CCc2ccccc21)C12CC3CC(CC(C3)C1)C2 (stereo not given),0.7%,4,-0.2,?,18,-22,6,12,17
Cc1cccn2c(=O)c(/C=N/O)c(NCc3ccccc3)nc12,6.0%,0,0.2,-7%,-2,21,0,9,-1
CCCNC(=O)C(=O)NCC(c1ccc2c(c1)OCO2)N1CCOCC1 (stereo not given),-0.7%,-8,0.9,5%,-5,-8,2,0,.
COc1ccc(NC(=O)/C(=C\c2ccc(OC)c(OC)c2)NC(=O)c2ccco2)cc1,-0.3%,-1,0.7,-13%,0,5,-1,-4,-7
O=C(c1ccc(C(F)(F)F)cc1)C1CCCN(Cc2cccn2-c2ncccn2)C1 (stereo not given),?,-4,0.7,-23%,-1,7,4,-2,-3
Cc1[nH]nc2c1C(CCc1ccccc1)C(C#N)=C(N)O2 (stereo not given),0.0%,-8,-0.1,-16%,27,-12,1,-6,-14
CSc1nc(SCC(=O)NC(c2ccccc2)c2ccccc2)c2c3c(sc2n1)CN(C)CC3,3.0%,2,-0.1,?,-1,-4,2,1,-19
Cc1cccc(C(=O)O)c1NC(=O)Cc1cccc2ccccc12,-0.2%,10,-0.1,-1%,0,-3,3,6,-4
Cc1ccc(OCc2cc(C(=O)NCC(C)(C)N3CCOCC3)no2)cc1C,-1.4%,1,1.0,-4%,-7,-7,1,-8,3
COc1cccc(OCc2cc(=O)n3cc(C)sc3n2)c1,0.7%,-7,1.8,3%,-7,.,0,-2,-2
CCOc1ccc(NC(=O)c2c(Nc3ccccc3C)sc(C(=O)c3ccccc3)c2N)cc1,2.7%,-6,0.4,-8%,22,-20,11,0,3
O=C(Nc1ccsc1C(=O)N1CCCCCC1)c1ccccc1,0.9%,-2,-1.0,-14%,20,1,1,1,3
CCNc1nc(=S)nc(NC(C)C)[nH]1,2.2%,-1,1.2,-1%,-12,-6,1,-2,-2
COc1cc(/C=C/C(=O)NCCn2c(C)cc3ccccc32)cc(OC)c1OC,1.2%,-6,-0.5,-20%,25,-10,-2,-5,0
CCOC(=O)c1oc2ccccc2c1NC(=O)C(C)(C)C,0.7%,-3,-0.4,-10%,12,-2,2,10,12
CCCCN(C(=O)NC(=O)Nc1ccccc1C)S(C)(=O)=O,1.5%,-4,0.4,-21%,-2,4,4,-2,-2
CC1CCCCN1S(=O)(=O)c1cc2c3c(c1)CC(=O)N3CCC2 (stereo not given),1.4%,32*,0.1,-8%,.,?,-1,1,-1
O=C(CSc1nnc(-c2ccco2)n1Cc1ccccc1)NC(=O)NCc1ccccc1,0.3%,-2,-0.4,-9%,19,-2,0,5,-2
CCOC(=O)N1CCN(C(=O)CSC2=NS(=O)(=O)c3cc(F)ccc3N2)CC1,0.4%,-7,0.3,.,1,-16,1,2,11
O=C(Cc1cccs1)N(CC1CCCO1)C1(C(=O)NC2CCCC2)CCCCC1 (stereo not given),-3.5%,-13,0.4,-11%,0,5,1,-3,.
C=CCNC(=S)NNc1ncnc2sc3c(c12)CC(C)(C)OC3,-1.0%,3,-0.8,-15%,8,1,-1,0,10
COc1cc(OC)cc(C(=O)Nc2ccc3nc(N4CCCCC4)cc(C)c3c2)c1,0.3%,5,-0.3,212%[activator],-46*,-25,-1,5,-8
O=C(CSCc1ccccc1)N1CCN(c2cccc(C(F)(F)F)c2)CC1,-0.2%,4,0.1,2%,-10,-2,1,-2,-3
COc1ccc(-c2cc(=O)oc3c(O)c(O)ccc23)cc1,-1.0%,7,-1.0,-8%,-16,2,3,-5,8
Cc1cc(NC(=O)CSc2nc(-c3cccc(F)c3)nc3c2c(=O)n(C)c(=O)n3C)no1,0.5%,-2,0.0,-6%,0,1,0,-1,-3
Cc1ccc2nc3c(cc(C(=O)NCCc4ccccc4)c(=N)n3CCCN3CCOCC3)c(=O)n2c1,14%,-7,-0.5,63%[activator],4,-5,1,-6,1
CCSc1nnc(NC(=O)Cc2cc(OC)c(OC)c(OC)c2)s1,-0.3%,-3,-0.2,-3%,-4,3,0,0,2
Cc1nn(-c2ccccc2)c(C)c1/C=N/NC(=O)CSc1nnc(SCc2ccccc2Cl)s1,-0.5%,10,0.7,-14%,-4,42,8,2,17
Cc1cc(C)nc(-n2ncc(C#N)c2N)n1,3.6%,2,-2.2,-6%,5,-1,3,-5,4
CN1CCN(c2cc(N3CCN(C(=O)c4ccco4)CC3)c3c4c(onc24)-c2ccccc2C3=O)CC1,1.6%,0,0.4,-4%,1,-20,3,-8,8
O=C(CC(CC(=O)c1ccc(Br)cc1)c1cccnc1)c1ccc(Br)cc1,1.0%,-3,0.1,-6%,10,-18,0,2,3
Cn1c(=O)cc(-c2ccccc2)c2ccccc21,0.6%,-1,-0.2,0%,0,-3,0,1,-9
CCCn1c(N)c(C(=O)CSc2nc(C)cs2)c(=O)[nH]c1=O,0.6%,0,0.2,-13%,4,-1,4,3,10
O=C(/C=C/c1ccc(OC2CSC2)cc1)c1ccc(Cl)cc1,0.4%,2,0.4,-6%,-11,-5,12,3,12

# Full records, quoted from the list. Order of values: RXFP1 ag, TRHR PAM, TRHR ag, Anesthetic bind, D1 antag, RXFP1 antagonist, D1 ag, D1 PAM, D2 potentiator
# Listed for `CCOC(=O)c1sc2nc(C)nc(NCc3ccccc3)c2c1C` → 5.2%, -3, -0.7, 3%, -17, -7, 6, -6, -1
# Listed for `Cc1ccc(NC(=O)N(Cc2cn(C)c3ccccc23)C2CCCCC2)cc1C` → 7.1%, -2, 0.3, 0%, 22, ., 10, 5, 0
# Listed for `CN(Cc1cc2cc(F)ccc2[nH]1)Cc1nc(-c2cnccn2)no1` → 2.7%, -3, -0.5, -7%, 6, -8, 0, 7, -1
# Listed for `N#Cc1cn(OCc2ccccc2)c(=O)[nH]c1=O` → 0.4%, 2, 0.5, -1%, -24, ., 6, -12, 3
# Listed for `Cc1cccn2c(=O)c(/C=N/O)c(NCc3ccccc3)nc12` → 6.0%, 0, 0.2, -7%, -2, 21, 0, 9, -1
